Wnt act – Wnt/beta-catenin pathway activation | Wnt/beta-catenin reporter cell assay, activator, plate reader | activation, % at 9.35 µM | 1.2% of 300,000 active | AID 743398; in the data active = activation above about 30%, passing the limit was not always enough;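 also: 0% = neutral control wells and 100% = positive control wells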
Cardiac RTF inh – cardiac RTF calcium desensitization. IANBD-labeled cardiac RTF, Ca2+ fluorescence. 0.12% of 340,000 active. P19429+P45379. inhibition, % at 7.15 µM. AID 493244;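 active = inhibition above the mean inhibition of all tested compounds plus 3 SD, cut at about 17% in these data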;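 also: assay run at fixed EC70 calcium of 1.6 mM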
OPRM1-OPRD1 ag – agonists of human mu-delta opioid receptor heterodimerization; cells, OPRM1-OPRD1 heterodimerization, luminescence; activation, % at 9.3 µM; 0.3% of 340,000 active; AID 504326; in the data active = activation above about 18%;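 also: 0% = vehicle-treated cells and 100% = reference agonist; values of inactives mirror those of a sister screen read the other way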
V-ATPase pH – alters yeast V-ATPase proton transport; S. cerevisiae, pHLuorin cytosolic pH fluorescence; 0.37% of 350,000 active; AID 504577; response, % at 10 µM; in the data active = response mostly above about 7.3%, no sharp cut-off; inactive = mostly below about 5.4%; also: actives read high; inactives centre near 0; some compounds called inactive have numbers as strong as hits; reference of the scale not given here
Arrestin-AP2 inh – human beta-arrestin and AP2 interaction inhibition | AID 504490 | 0.31% of 340,000 active | inhibition, % at 10 µM | FITC-arrestin peptide / GST-AP2 beads, flow cytometry; AP2 beta2 appendage carries R879A mutation;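 active = inhibition above a set limit, near 3 SD of compounds lacking own fluorescence, cut at about 54% in these data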;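 also: plate controls were DMSO wells for no effect and 5 µM unlabelled arrestin peptide for full effect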
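Measured by: flow cytometry, FL1 (488/535 nm); Material: AP2 appendage R879A on GSH beads; Evaluation: percent response; Timing: pre-incubation 12 min, peptide binding 1 h, room temperature; Also added: 50 nM FITC-arrestin peptide; Medium: PBS with 0.05% Tween 20 and 0.1% BSA.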
cardiac RTF act – increases calcium sensitivity of human cardiac regulated thin filaments; AID 493008; IANBD-labeled TnC RTF fluorescence at EC20 calcium; 0% EC20 calcium, 100% full calcium; P19429+P45379; 0.24% of 340,000 active; activation, % at 7.2 µM;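 active = activation above the mean over all tested compounds plus 3 SD, cut at about 30% in these data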;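 also: rise in fluorescence read as greater calcium sensitivity of cardiac thin filaments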
DSG3 Ab inh – blocks pemphigus antibody binding to human desmoglein-3 | P32926 | DSG3-coupled beads, scFv-anti-DSG3-GFP binding, flow cytometry; active compounds read low | binding (percent of control), % at 10 µM | 0.48% of 310,000 active;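 active = binding more than 3 SD below its plate's average and above zero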;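 also: hits lower antibody fragment binding to DSG3; some compounds called inactive have numbers as strong as hits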
Keap1 Nrf2 FP – inhibitors of human Keap1-Nrf2 protein-protein interaction | AID 504523 | inhibition, % at 9.4 µM | 0.15% of 340,000 active | Q14145 | Keap1 Kelch-Nrf2 peptide fluorescence polarization, 1536-well; in the data active = inhibition above about 12%;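 also: human Keap1 Kelch domain with fluorescein labeled Nrf2 9mer peptide probe; 0% = neutral control wells and 100% = peptide positive control; higher means more block of Keap1 binding to Nrf2 peptide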
Target sequence (Q14145 whole entry, looked up, the tested form may be a part): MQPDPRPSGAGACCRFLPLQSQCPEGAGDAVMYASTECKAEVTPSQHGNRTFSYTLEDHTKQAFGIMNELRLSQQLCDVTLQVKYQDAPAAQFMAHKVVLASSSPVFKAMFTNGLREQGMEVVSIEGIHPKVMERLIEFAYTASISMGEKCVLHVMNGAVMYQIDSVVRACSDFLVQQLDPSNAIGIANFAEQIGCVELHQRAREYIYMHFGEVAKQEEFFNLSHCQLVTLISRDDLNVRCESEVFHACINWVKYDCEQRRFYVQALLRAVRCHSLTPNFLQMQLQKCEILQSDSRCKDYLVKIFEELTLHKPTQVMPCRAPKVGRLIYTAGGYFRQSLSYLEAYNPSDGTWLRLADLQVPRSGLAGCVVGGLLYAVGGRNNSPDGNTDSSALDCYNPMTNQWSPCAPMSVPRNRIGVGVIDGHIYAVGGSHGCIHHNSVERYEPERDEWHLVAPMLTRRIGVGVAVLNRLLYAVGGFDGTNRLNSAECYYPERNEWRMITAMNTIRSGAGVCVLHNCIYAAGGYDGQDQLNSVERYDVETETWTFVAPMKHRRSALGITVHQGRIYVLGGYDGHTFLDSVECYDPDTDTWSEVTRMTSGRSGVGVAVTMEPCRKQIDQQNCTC
OPRM1-OPRD1 inv – mu-delta opioid heterodimer inverse agonism; cell-based MOR-DOR heterodimer luminescence; AID 504357; P35372+P41143; inhibition, % at 9.3 µM; 0.21% of 340,000 active; in the data active = inhibition above about 22%, passing the limit was not always enough;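 also: 0% = cells with DMSO and 100% = wells without cells with DMSO; values of inactives mirror those of a sister screen read the other way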
C-LANA FP – inhibitors of KSHV LANA C-terminal domain DNA binding | MBP-C-LANA/FAM-LBS DNA binding, fluorescence polarization | inhibition, % at 9 µM | 0.078% of 340,000 active;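 active = highest replicate inhibition at or above 60% at 9 µM, even if other replicates fall short; inactive = all replicates below 60% inhibition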;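 also: 0% = neutral control wells and 100% = 4 µM acridine orange control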
Numbers without * were called inactive; nt = no result given.

SMILES	Wnt act	Cardiac RTF inh	OPRM1-OPRD1 ag	V-ATPase pH	Arrestin-AP2 inh	cardiac RTF act	DSG3 Ab inh	Keap1 Nrf2 FP	OPRM1-OPRD1 inv	C-LANA FP
CC(C)(CNS(=O)(=O)c1ccc(Cl)cc1)N1CCCCC1	-5	1	1.7	-1	-8	-1	91	0	-9	-1.4
Fc1cc(F)c(F)c(SCn2cc(Br)cn2)c1F	0	-11	-0.1	2	-8	4	97	-8	1	-0.5
CCc1cccc(C)c1NC(=S)N(CCOC)C(C)c1ccco1 (stereo not drawn)	2	1	-1.5	0	9	4	94	-6	8	-2.0
CCn1c(C)c(CCC(=O)O)c(=O)n2nc(-c3ccccc3OC)cc12	nt	-9	3.4	nt	11	17	87	-3	-20	-0.1
NC(=O)CSc1ccc(F)cc1	-2	-6	0.7	-2	1	3	99	3	-3	1.5
CN(C)S(=O)(=O)n1cc(/C=C(\NC(=O)c2ccccc2)C(=O)N2CCCC2)c2ccccc21	1	0	-3.8	0	-3	0	102	-4	19	-0.2
O=C(O)CN1C(c2ccccc2)=Nc2ccc(Br)cc2C1c1ccccc1 (stereo not drawn)	-3	-5	-1.7	-2	2	7	106	-2	9	0.6
COC(=O)C1=C(C)Nc2c(c(=O)n(C)c(=O)n2C)C1c1ccc(C)cc1 (stereo not drawn)	1	-4	-1.7	2	40	-2	106	-2	9	0.5
COc1ccc(NC(=O)CCn2c(=O)c3cccn3c3ccccc32)cc1	2	3	-0.1	2	-10	-5	104	-1	1	-0.8
COc1cc2ccccc2c2c1CCCC2=O	nt	-1	-1.5	-3	6	2	107	1	7	-1.8
O=C1OCCC1Sc1nc2cc(Cl)ccc2n1Cc1ccccc1 (stereo not drawn)	nt	-6	0.3	1	-7	3	111	-1	-2	4.6
COC(=O)c1ccc(Cl)cc1NC(=O)/C=C/c1ccc(C)o1	-5	-15	-0.4	-1	-6	-6	83	-5	3	-0.3
N#C/C(=C/c1ccc([N+](=O)[O-])cc1)C(=O)Nc1ccccc1O	0	-14	2.4	-1	6	5	100	-7	-14	-1.5
c1ccc(OCc2nn3c(-c4ccco4)nnc3s2)cc1	nt	-1	-0.5	0	-5	-2	101	-2	2	-0.9
Cc1ccc(NC(=S)NCCc2ccc(F)cc2)c(C)c1	2	0	0.1	3	6	3	102	3	0	-3.8
CCn1cc(CN2CCCC(C(=O)Nc3cccc(-c4cc5ccccc5[nH]4)c3)C2)cn1 (stereo not drawn)	-2	-3	-1.6	1	-4	-2	nt	2	9	4.3
Cc1ccc(NC(=O)CSCC(=O)N=c2sccn2C)cc1	0	-15	-0.7	0	-1	-4	96	-6	4	0.9
CC1(c2nnc(-c3ccncc3)o2)CC(c2cccnc2)=NO1 (stereo not drawn)	2	-6	-1.2	0	7	10	102	-3	6	-1.1
COc1ccc(C)cc1S(=O)(=O)Nc1ccc(-n2c(C)nc3ccccc3c2=O)cc1	-4	-19	1.8	-1	16	-1	109	4	-11	-0.9
O=C(Nc1ccc2c(c1)OCO2)N1CCN(S(=O)(=O)c2ccc(Cl)cc2)CC1	nt	1	-1.5	0	-6	4	104	-3	8	0.4
COc1ccc(N2CCN(C(=O)CN=C3NS(=O)(=O)C(c4ccc(C)cc4)=C3C)CC2)cc1	-2	4	0.6	0	27	-5	97	-1	-3	0.3
CCOC(=O)c1cnc(Nc2nc3ccccc3o2)nc1CSC(=S)N1CCCCC1	19	3	2.9	0	17	3	104	-3	-15	0.9
CC(=O)Nc1ccccc1C(=O)C(=O)Nc1ccc(C)c(C)c1	nt	-2	0.7	2	0	-6	96	2	-5	1.4
COC(=O)c1cnn(-c2ccccc2)c1/C=N/NC(=S)Nc1ccccc1	-1	nt	nt	1	-25	nt	100	nt	nt	nt
CCOc1cc(CN2CCN(c3cccc(C(F)(F)F)c3)CC2)ccc1O	nt	1	1.8	-1	-1	-3	105	-4	-9	-0.6

(listing goes on)
SMILES	Wnt act	Cardiac RTF inh	OPRM1-OPRD1 ag	V-ATPase pH	Arrestin-AP2 inh	cardiac RTF act	DSG3 Ab inh	Keap1 Nrf2 FP	OPRM1-OPRD1 inv	C-LANA FP
CCCCc1cc(=O)oc2cc(C)cc(O)c12	0	-1	2.3	-3	9	3	100	-3	-11	1.5
COC(=O)c1ccccc1NC(=S)N(Cc1ccc2c(c1)OCO2)Cc1cc2ccc(C)cc2[nH]c1=O	nt	-8	1.2	-4	-6	11	114	-5	-7	1.6
COCCn1c(SCCCC(=O)c2ccc(Br)cc2)nnc1-c1ccncc1	nt	-3	-0.8	2	21	3	94	1	5	-0.4
Fc1cccc(Cc2noc(CN3CCCCC3c3ccccn3)n2)c1 (stereo not drawn)	-2	-6	-1.9	0	7	4	98	3	10	-0.2
Cc1csc2nc(CNC(=O)C3CCCCC3)cn12	7	0	-2.5	1	6	0	102	-2	13	-0.7
O=C(c1nsc(Cl)c1Cl)N1CCCCC1	nt	6	-2.7	5	1	-6	96	-2	15	0.7
CCCCNc1ccc(C(F)(F)F)cc1S(=O)(=O)NCCc1ccc(F)cc1	-3	-1	3.1	3	-2	2	104	1	-15	-1.6
Cc1cc(O)c(C(C)C)cc1NC(=O)c1ccccc1Cl	-2	-4	-1.4	0	1	2	97	0	8	-0.2
NNC(=O)/C(=N/Nc1ccccc1)S(=O)(=O)c1ccc(Cl)cc1	nt	11	2.4	-4	2	2	102	-6	-12	-1.6
Cc1ccc(C(C(=O)NC2CCCC2)N(Cc2ccccc2)C(=O)c2csnn2)o1 (stereo not drawn)	1	10	1.3	-4	6	8	109	-4	-9	0.6
Cc1nnc(NC(=O)C23CC4CC(C)(CC(C)(C4)C2)C3)s1	-2	8	-1.9	2	46	-2	113	0	11	0.9
CC1CCc2c(sc(NC(=O)Cn3cnc([N+](=O)[O-])n3)c2C(N)=O)C1 (stereo not drawn)	-3	4	-0.1	-4	26	-2	83	0	1	1.1
C=CCNC(=S)NN=C1CCC(c2ccccc2)CC1 (stereo not drawn)	-1	3	-1.4	0	3	-7	nt	-1	9	0.0
O=C(Nc1cccc2c1C(=O)NC2=O)c1ccc(N2C(=O)CCC2=O)cc1	0	2	-2.1	-1	-1	3	95	-3	10	-0.8
O=C(Nc1cccc2c1CCCC2)c1ccc(Br)o1	nt	2	4.6	3	0	-2	104	1	-26	-0.6
CCNC(=O)/C(C#N)=C/c1c(N2CCN(c3ccccc3)CC2)nc2ccccn2c1=O	0	-5	-3.4	-1	-3	2	97	-9	15	0.9
O=C(O)c1ccc(-n2nnnc2Oc2ccccc2C(=O)N2CCOCC2)cc1	nt	3	-2.5	2	-3	5	101	2	13	0.9
CC(=O)C1=C(O)C(=O)N(c2cccnc2)C1c1ccc(Cl)cc1 (stereo not drawn)	nt	-11	-3.1	-1	-3	11	107	-4	17	-0.4
O=C(NCCCN1CCOCC1)C1CCC(=O)N1CCc1ccccc1 (stereo not drawn)	1	-4	-0.3	-1	-2	1	101	-8	2	0.7
CC1CCN(C(=O)CSc2nnc(-c3cccs3)o2)CC1	1	7	-2.2	3	-5	-3	111	-1	12	0.8
COc1cccc(NC(=O)CSc2nc3c(c(=O)n2C)SC(C)C3)c1 (stereo not drawn)	-1	-2	-1.6	4	0	-3	95	2	10	1.7
COc1cc(/C=C/C(=O)O)cc(S(=O)(=O)NCc2ccc3c(c2)OCO3)c1OC	0	-2	-2.3	0	9	-4	100	2	12	-1.2
CCOC(=O)c1ccc(NC(=O)CCNC(=O)c2ccc([N+](=O)[O-])cc2)cc1	1	-4	0.2	0	7	-8	133	1	-1	-0.7
CN(C)S(=O)(=O)c1cccc(NC(=O)COC(=O)c2ccc3ccccc3n2)c1	1	-13	-3.4	-4	33	0	nt	-1	14	-5.7
Cc1ccc2c(c1)-c1c(ssc1=S)C(C)(C)N2C(=O)c1ccco1	-1	0	-2.7	-1	-3	3	118	-5	12	1.0

Continuation:
SMILES	Wnt act	Cardiac RTF inh	OPRM1-OPRD1 ag	V-ATPase pH	Arrestin-AP2 inh	cardiac RTF act	DSG3 Ab inh	Keap1 Nrf2 FP	OPRM1-OPRD1 inv	C-LANA FP
COc1ccc(NC(=O)c2cnn(-c3ccccc3)c2C)cc1OC	14	0	-0.5	1	32	-2	93	-2	3	0.0
Cc1cccc(-n2c(O)c(C=Nc3cccc(O)c3)c3ccccc3c2=O)n1	4	-13	-2.6	0	-1	-4	88	-2	13	-0.8
COc1ccc(NC(=O)C2CCC(N3C(=O)C4C5C=CC(C5)C4C3=O)CC2)cc1 (stereo not drawn)	-11	-9	0.9	1	3	6	97	-3	-5	0.2
CCN(CC)S(=O)(=O)c1cccc(N2CC(O)=C(c3ccccc3)C2=N)c1	3	-4	-2.4	0	-14	-2	104	-5	13	-9.7
Cc1cc(C(=O)COc2ccccc2Cl)c(C)n1-c1ccc2c(c1)OCO2	7	-21	-0.7	1	-5	4	102	-1	4	0.4
CC(C)CC(CO)NS(=O)(=O)c1cccc(Cl)c1F (stereo not drawn)	0	-1	-0.7	1	11	-9	92	-5	3	0.6
CC(C)Cn1nc(C(=O)Nc2cccc(C(=O)NC3CC3)c2)c2ccccc2c1=O	3	-1	-0.8	-4	27	-1	100	0	3	0.1
CCOC(=O)C1=C(C)OC(N)=C(C#N)C1c1ccc(C)o1 (stereo not drawn)	nt	-28	0.9	-6	4	10	100	-6	-5	0.7
CNC(=O)CCSc1ccc(C)cc1	nt	-7	-1.0	6	8	-1	nt	-1	5	-0.8
CCS(=O)(=O)CCSc1nc(C)cc(C)n1	nt	1	0.6	-1	2	-5	100	4	-3	-1.4
COCC(C)NC(=O)C1CC(=O)N(c2ccc(C)cc2)C1 (stereo not drawn)	nt	-12	1.7	4	-5	0	nt	-7	-9	0.5
Cc1ccc2[nH]c3c(NCCCN4CCCC4=O)ncnc3c2c1	nt	1	0.2	-4	20	-2	95	6	-1	-0.5
Cc1ccc(C(=O)NCC(=O)N2CCCC(C(F)(F)F)C2)s1 (stereo not drawn)	3	-13	2.0	7	6	7	84	0	-14	-1.2
Cn1nccc1C(=O)Nc1sc2c(c1C#N)CCCC2	17	-7	-0.2	0	15	-1	100	-8	1	-0.2
Cc1ccc(S(=O)(=O)N(C)C(C)CCc2ccco2)cc1 (stereo not drawn)	-3	-6	1.4	0	1	-3	nt	-4	-6	-1.2
O=C(NCC(c1cccs1)N1CCOCC1)c1ccc(Cl)nc1 (stereo not drawn)	-1	0	-0.7	-1	7	0	97	4	3	-0.3
Cc1ccc(C(C)C)c(OCC(=O)N/N=C/c2ccc(S(=O)(=O)O)o2)c1	9	-3	-0.4	0	12	-3	nt	0	2	0.5
O=C(CN1CCC(n2nnc3ccccc32)CC1)Nc1ccc2c(c1)CCC2	nt	-9	-0.4	0	-2	6	104	-4	2	-1.3
O=C1N/C(=C\c2ccc(O)cc2)C(=O)c2ccccc21	nt	2	5.8	-1	-9	2	128	-1	-33	0.0
COc1cc(NCc2ccccc2)c2ncn(C(C)C)c2c1	3	7	-1.6	-2	3	1	103	-2	8	-4.6

Source: PubChem (several laboratories)
